# Screening data as filed in PubChem.
# Chronic BCR inh: qHTS Assay to Find Inhibitors of Chronic Active B-Cell Receptor Signaling | ABC-DLBCL IkBa-CBG/CBR reporter, luminescence ratio, 4 h | Potency, µM (titrated, usually from 46.1 µM), inactives show at the highest dose ratio change, negative = lower green/red ratio, actives largely listed as inhibitors | actives 0.05% (n = 340,000) | AID 493014, 2011; active = well fitted inhibition curve with a large enough effect in the signal ratio, with a control signal flat, not every such curve was filed as active; inconclusive = small, poorly fitted or top-dose-only effect, or effect the other way, or a change in a side signal; the % refers to the signal ratio;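 note: potency is the fitted concentration of half-maximal effect; plate controls were basal doxycycline-induced cells for no effect and cells given 10 µM MG132 for full effect; MG132 reads +100%, hits lower the ratio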
#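 Concentration-response series (up to 46 uM) were applied to TMD8 dual-reporter cells for 4 h at 37C with doxycycline. Green/red ratio, after filter-overlap correction, defined %Activity; red signal alone was normalised to basal cells and zero luminescence.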
# Eya2 phos inh: qHTS Assay for Inhibitors of the Phosphatase Activity of Eya2 | Potency, µM (titrated, usually from 76.9 µM), inactives show at the highest dose activity, negative = inhibition, usual class: inhibitors | recombinant Eya2, OMFP fluorescence dephosphorylation (OMFP is methylfluorescein phosphate) | Protein phosphatase EYA2 (Homo sapiens), O00167 | AID 488837, 2010 | actives 0.006% (n = 330,000); note: potency is the fitted concentration of half-maximal effect
# Target sequence (O00167 whole entry, looked up): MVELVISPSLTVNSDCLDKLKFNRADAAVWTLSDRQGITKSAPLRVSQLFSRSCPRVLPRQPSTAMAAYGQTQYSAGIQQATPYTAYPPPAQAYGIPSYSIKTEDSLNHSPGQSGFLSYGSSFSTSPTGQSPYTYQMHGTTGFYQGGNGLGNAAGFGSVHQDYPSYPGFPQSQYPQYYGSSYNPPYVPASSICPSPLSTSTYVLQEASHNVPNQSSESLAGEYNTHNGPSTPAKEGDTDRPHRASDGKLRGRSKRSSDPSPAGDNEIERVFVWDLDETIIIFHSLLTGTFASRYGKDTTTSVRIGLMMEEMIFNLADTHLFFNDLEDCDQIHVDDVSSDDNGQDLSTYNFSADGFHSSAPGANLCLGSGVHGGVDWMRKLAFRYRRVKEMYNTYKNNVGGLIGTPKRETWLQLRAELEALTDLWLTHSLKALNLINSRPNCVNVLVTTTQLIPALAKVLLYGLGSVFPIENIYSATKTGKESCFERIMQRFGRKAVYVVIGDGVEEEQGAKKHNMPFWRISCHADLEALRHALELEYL
#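 Eya2 protein (added as 0.2 uM solution) was preincubated with compound for 10 min at ambient temperature in 50 mM HEPES pH 7.5, 50 mM NaCl, 5 uM MgCl2, 0.05% BSA, 1 mM DTT. OMFP (added at 50 uM) then reacted 10 min; fluorescence read at 485/525 nm.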
# B2AR arrestin: qHTS assay of beta-arrestin-biased ligands of beta2-adrenergic receptor. actives 0.02% (n = 330,000). Potency, µM (titrated, usually from 46.1 µM), for inactives: at the top dose activation, usual class: activators. AID 492947, 2010. beta-arrestin recruitment to beta2AR, cell-based reporter. Beta-2 adrenergic receptor (Homo sapiens), P07550;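 note: potency is the fitted concentration of half-maximal effect; 0% = DMSO controls and full agonism = EC100 isoproterenol or metaproterenol; nearly all actives have a fitted effect of over 65% in size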
# KCNH2 3.1 inh: qHTS for Inhibitors of KCHN2 3.1: Mutant qHTS; Potassium voltage-gated channel subfamily H member 2, brain isoform KCNH2 3.1 (human); U2OS KCNH2 3.1, thallium flux FluxOr; hits give low values; activity change, % (tested at about 1.8 µM); actives 0.95% (n = 340,000);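 active = maximum activity change below -70%; inconclusive = maximum activity change from -70% to -50%; inactive = maximum activity change above -50%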;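 note: thallium influx rate constant from kinetic fluorescence after stimulation buffer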
#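 Normalized rate constant (relative to positive and negative DMSO controls) derived from a 2 min kinetic fluorescence read after stimulation; U2OS cells expressing the 3.1 isoform via virus at 1.77 x 10^8 /mL.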
# PKM2 activator: qHTS Assay for Activators of Human Muscle isoform 2 Pyruvate Kinase. Pyruvate kinase PKM (Homo sapiens), P14618. purified PKM2, Kinase-Glo ATP luminescence, activation; response scale: 0% is enzyme alone, no compound. Potency, µM (top dose mostly 57.5 µM), inactives show top-dose activation, actives largely listed as activators. actives 0.34% (n = 260,000). AID 1631, 2009; note: potency is the fitted concentration of half-maximal effect; nearly all actives have a fitted effect of over 55% in size
# Target sequence (P14618 whole entry, looked up, canonical isoform): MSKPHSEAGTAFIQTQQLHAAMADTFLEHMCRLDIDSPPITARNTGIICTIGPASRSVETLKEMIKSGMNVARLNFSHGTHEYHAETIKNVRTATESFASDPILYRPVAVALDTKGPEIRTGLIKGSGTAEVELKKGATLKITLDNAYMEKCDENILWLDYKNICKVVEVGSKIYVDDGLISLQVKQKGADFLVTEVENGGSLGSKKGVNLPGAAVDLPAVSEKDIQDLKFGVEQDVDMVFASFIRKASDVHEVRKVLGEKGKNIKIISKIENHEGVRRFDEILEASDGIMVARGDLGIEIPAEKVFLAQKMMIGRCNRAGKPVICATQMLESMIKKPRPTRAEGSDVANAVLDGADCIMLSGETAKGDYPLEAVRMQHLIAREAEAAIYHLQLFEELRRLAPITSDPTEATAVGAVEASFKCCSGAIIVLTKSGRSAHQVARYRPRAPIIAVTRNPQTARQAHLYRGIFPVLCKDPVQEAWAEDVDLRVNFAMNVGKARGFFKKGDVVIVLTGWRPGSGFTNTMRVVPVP
#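 Purified hPK-M2 (>95%) run at intermediate activity with 0.1 mM ADP and 0.5 mM PEP in 50 mM imidazole pH 7.2, KCl, MgCl2; 1 h room temperature. ATP formed read by Kinase-Glo luminescence; normalized to uninhibited and no-enzyme controls.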
# FBPA coupling cs: qHTS Assay for Inhibitors of Fructose-1,6-bisphosphate Aldolase from Giardia Lamblia: Coupling assay counterscreen. coupling enzyme system counterscreen, AmpLite Red fluorescence. activity change, negative = inhibition, % at 58.2 µM, hits read low. actives 0.67% (n = 290,000); in the data active = activity change below about -30%
#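 Compounds tested against the coupling enzymes alone at 57.5 uM final; readout was AmpLite Red fluorescence (525/598 nm) after 20 min at RT.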
# GALK inhibitor: qHTS Assay for Inhibitors of Human Galactokinase (GALK); Purified GALK, Kinase-Glo residual ATP luminescence; Potency, µM (doses to about 57.5 µM), for inactives: top-dose activity change, negative = inhibition, actives largely listed as inhibitors; actives 0.007% (n = 270,000); AID 1868, 2009; note: potency is the fitted concentration of half-maximal effect
#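 Kinase-Glo Plus luminescence measured ATP left after a 1 h room-temperature reaction. The reaction used 5 nM GALK, 100 uM galactose and 35 uM ATP at pH 8.0 (20 mM HEPES, 5 mM MgCl2, 60 mM NaCl, 1 mM DTT, 0.01% BSA).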
# Giardia killer: Small Molecules that selectively kill Giardia lamblia: qHTS; Giardia lamblia trophozoite viability; activity change, % at 7.66 µM, hits read low; actives 0.15% (n = 340,000); in the data active = activity change below about -80%; inconclusive = between about -30% and that limit;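 note: parasites exposed to compound for two days anaerobically before the ATP read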
#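 Luminescence from cellular ATP indicates surviving trophozoites (100 cells/well) following 48 hrs anaerobic compound treatment at 37 deg C; signal develops 15-30 min at room temperature.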
# uPA generation: qHTS for Inhibitors of Cell Surface uPA Generation | cell surface uPA generation assay, qHTS | Potency, µM (series often up to 38.3 µM), for the others: at the top dose activity change, negative = inhibition, usual class: inhibitors | actives 0.31% (n = 330,000) | AID 540303, 2011; active = well fitted inhibition curve with a large enough effect; inconclusive = small, poorly fitted or top-dose-only effect; inactive = no such curve, though single readings can be large or run the other way; tested in mouse RAW 264.7 cells; note: potency is the fitted concentration of half-maximal effect; nearly all actives have a fitted effect of over 55% in size
# USP2a inh: qHTS Assay for Inhibitors of Ubiquitin-specific Protease USP2a Using CHOP2 as the Reporter. Ubiquitin carboxyl-terminal hydrolase 2 (Homo sapiens), O75604. USP2 core, Ub-CHOP2 coupled fluorogenic reporter, 485/531. Potency, µM (doses to about 38.3 µM), without a hit: top-dose activity change, negative = inhibition, usual class: inhibitors. actives 0.01% (n = 330,000). AID 463254, 2010;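 note: potency is the fitted concentration of half-maximal effect; plate controls were DMSO wells for no effect and full inhibition by NEM control for full effect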
#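 Cell-free coupled assay: 10nM USP2 core preincubated 30min RT with compound in Tris-HCl pH 8.0/CaCl2/CHAPS buffer, then 25nM Ub-CHOP2 and 25nM reporter substrate; fluorescence (Ex 485/Em 531) read after 60min RT, normalized to NEM inhibition, concentration-response curves fitted.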
# KCNH2 WT inh: qHTS for Inhibitors of KCHN2 3.1: Wildtype qHTS | U2OS, BacMam KCNH2, thallium flux FluxOr; hits give low values | activity change, % at 1.84 µM | actives 0.37% (n = 340,000) | Voltage-gated inwardly rectifying potassium channel KCNH2 (Homo sapiens), Q12809 | AID 720551, 2013;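 active = maximum activity change below -70%; inconclusive = maximum activity change between -70% and -50%; inactive = maximum activity change above -50%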
#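 U2OS cells were transduced with wild-type KCNH2 virus (2.03 x 10^8 / mL) for 4 h at room temperature, then cultured overnight at 37 C. Thallium flux was read with FluxOr dye. Rate constants were normalized to DMSO controls.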
# * hit, by the source's call; ? = inconclusive; nt = no result given; [ ] = remark or other dose. Unless noted, calls come from the whole dose curve; as a rule, active = well fitted curve in the direction sought with a large enough effect; inconclusive = small, poorly fitted or top-dose-only effect, or another doubt; inactive = no such curve, though single readings can be large; an effect the other way counts as inactive or inconclusive. Unless noted, % is set by controls: 0 for no effect and ±100 for the full control effect.
SMILES,Chronic BCR inh,Eya2 phos inh,B2AR arrestin,KCNH2 3.1 inh,PKM2 activator,FBPA coupling cs,GALK inhibitor,Giardia killer,uPA generation,USP2a inh,KCNH2 WT inh
CCN1CCN(S(=O)(=O)c2ccc3[nH]c(=O)oc3c2)CC1,11%,2%,-0.1%,6,2%,2,2%,-9,-5%,2%,-1
N#Cc1nc(COc2cccc(Cl)c2)oc1NCc1ccco1,?,1%,-1.0%,3,29%,-4,1%,3,-10%,3%,-10
CCO/C=C/C(=O)N(C)CCC#N,4%,3%,3.2%,-2,4%,0,3%,6,1%,5%,-5
CCN(CC)c1ccc(CNc2nc3ccccc3n2CCN2CCCCC2)cc1,?,-4%,-0.5%,?,-1%,0,1%,12,-17%,1%,34
Cc1ccc(S(=O)(=O)Cc2cc(F)c([N+](=O)[O-])cc2[N+](=O)[O-])cc1,?,-12%,0.1%,8,-7%,2,-2%,?,-5%,-1%,1
CCCCn1nc(C(=O)Nc2c(C)n(C)n(-c3ccccc3)c2=O)c2ccccc2c1=O,12%,2%,-1.1%,1,nt,nt,nt,-13,10%,2%,-14
O=C(O)/C=C/c1cn(-c2ccccc2)nc1-c1ccc(-c2ccc([N+](=O)[O-])cc2)o1,-11%,1%,-0.8%,-7,8%,4,8%,3,0%,2%,-6
O=C(COC(=O)c1cccnc1Cl)c1ccc(Cl)cc1Cl,9%,-3%,4.7%,8,2%,0,nt,-4,nt,-1%,13
Cc1oc(-c2ccccc2F)nc1CN1CCC(C(=O)NC2CCCCCCC2)CC1,1%,16%,0.2%,-9,-2%,8,2%,-16,3%,1%,9
CC(=O)c1ccc(N2CCN(C(=O)[C@H](C)NC(=O)c3ccccc3Cl)CC2)cc1,-6%,8%,-0.3%,6,0%,0,-1%,-8,-13%,3%,-1
Cc1ccccc1C(=O)N1CCC(C(=O)Nc2ccc(C(C)C)cc2)CC1,-1%,-5%,0.3%,2,2%,nt,-9%,-28,-18%,2%,-2
CCOc1ccc(C2C=C(c3ccc(F)cc3)Nc3ncnn32)cc1 (configuration not stated),?,4%,0.3%,-9,6%,-2,-2%,11,2%,11%,-3
CS(=O)(=O)N(CC(=O)NCC1CCCO1)c1cc(Cl)ccc1Cl (configuration not stated),0%,-4%[15.4 µM],-0.6%,0,0%,1,1%,-9,-2%,4%,10
CN(C(=O)CSc1nnc(Cc2ccccc2F)n1N)C1CCS(=O)(=O)C1 (configuration not stated),0%,10%,0.4%,4,-1%,0,-3%,6,6%,1%,-20
Cc1ccc(S(=O)(=O)N2CCN(C(=O)NCc3ccc(F)cc3)CC2)c(C)c1,-5%,11%,0.0%,-13,nt,0,nt,27,1%,1%,3
S=c1nc[nH]c2c1cnn2-c1ccccc1,?,0%,-1.0%,-2,2%,-1,-2%,11,14%,-1%,0
CC(CNC(=O)CN1C(=O)NC2(CCOc3ccccc32)C1=O)c1ccccc1 (configuration not stated),1%,5%,0.3%,-30,nt,nt,nt,2,4%,3%,-4
CCOC(=O)CN(C(=O)CNC(=O)c1ccco1)C(C(=O)NC1CCCCC1)c1cccnc1 (configuration not stated),-14%,3%,-0.3%,-1,0%,0,1%,-4,-1%,-1%,-15
CC(C)c1cc(C(=O)N2CCCC(Nc3ccc(F)c(F)c3)C2)nc(N)n1 (configuration not stated),-1%,-3%,-0.4%,nt,-1%,nt,7%,-18,-1%,-1%,6
COc1ccc(C(=O)COC(=O)CN2C(=O)C3CC=CCC3C2=O)c(OC)c1 (configuration not stated),1%,4%,-0.3%,9,nt,nt,nt,-11,-9%,0%,11
Cc1ccc(N=C2NC(=O)/C(=C/c3cccs3)S2)cc1C,-7%,7%,-0.1%,-10,-2%,0,2%,-15,-1%,2%,5
CCOC(=O)c1c(-c2ccc(OC)cc2)csc1NC(=O)CCN1CCOCC1,-12%,-1%,4.4%,6,7%,1,-2%,24,5%,0%,4
COCc1nnc(NC(=O)c2sc3ccccc3c2Cl)s1,?,3%,0.0%,4,-11%,0,-10%,-18,nt,2%,6
CCc1ccc(N(C(=O)c2csnn2)C(C(=O)NC(C)(C)C)c2ccncc2)cc1 (configuration not stated),0%,7%,-0.9%,-1,-5%,5,4%,5,4%,0%,-14
CCC1CCCCN1CCNC(=O)C1CCCN(S(=O)(=O)c2cccc3nsnc23)C1 (configuration not stated),0%,8%,0.2%,8,nt,nt,0%,?,-8%,2%,20
NC(=O)C1CCN(C2OC(=O)c3ccccc32)CC1 (configuration not stated),4%,2%,-0.9%,-13,-2%,1,4%,-18,8%,4%,-5
Cc1nn(C)c(C)c1NC(=O)COc1ccc(F)cc1Br,0%,6%,-0.4%,-9,nt,nt,nt,4,8%,3%,1
Cc1nc2sccn2c(=O)c1S(=O)(=O)NCc1ccccc1,1%,8%,-0.2%,-11,11%,-3,nt,8,18%,1%,5
O=C(O)c1cc(NS(=O)(=O)c2cccs2)cc(NS(=O)(=O)c2cccs2)c1,11%,-11%,-0.2%,1,nt,nt,nt,-8,2%,0%,5
COc1ccc(Cn2nnc3ccccc32)cc1,-10%,18%,-0.9%,-11,nt,nt,nt,4,-6%,0%,3
Cc1ccc(S(=O)(=O)N2CCC(C(=O)NCc3ccccc3CN3CCCC3)CC2)cc1C,?,6%,-0.1%,-6,nt,nt,nt,0,-4%,0%,36
CCOc1ccccc1NC(=O)NC1(C(=O)N2CCN3CCCC3C2)CCCCC1 (configuration not stated),0%,-5%,-0.4%,19,3%,0,6%,-4,0%,-2%,1
CCC(c1nnnn1C1CCCC1)N1CCN(Cc2ccccc2)CC1 (configuration not stated),-2%,6%,0.4%,-17,11%,1,0%,-4,11%,1%,11
CN(CC(=O)OCC(=O)c1c(N)n(C)c(=O)n(C)c1=O)S(=O)(=O)c1ccc(Cl)cc1,16%,8%,-1.0%,nt,3%,1,2%,4,0%,2%,13
CN(c1ccccc1C(=O)Nc1cccc(C(F)(F)F)c1)S(C)(=O)=O,9%,-6%,-0.2%,-48,-6%,4,2%,0,1%,0%,32
COc1ccc(/C(O)=C2/C(=O)C(=O)N(CCCN3CCOCC3)C2c2ccc(OC)cc2)cc1 (configuration not stated),1%,-4%,-0.9%,-16,19%,11,3%,-12,6%,3%,-2
CC1CCN(c2ccc(-c3cccc(NC(=O)c4ccco4)c3)nn2)CC1,?,5%,0.5%,6,nt,nt,nt,?,-15%,-1%,-6
CC(=O)c1ccc(NS(=O)(=O)c2cccc(C)c2)cc1,?,13%,-0.7%,-6,26%,6,0%,-24,nt,-1%,3
COc1ccc(N2CC(C(=O)Nc3c4c(nn3-c3ccccc3)CS(=O)(=O)C4)CC2=O)cc1 (configuration not stated),-5%,-2%,-0.4%,nt,11%,nt,6%,-5,-6%,0%,-8
COc1ccccc1N1CCN(C(=O)C2C3C=CC4(CN(Cc5ccccc5Cl)C(=O)C24)O3)CC1 (configuration not stated),2%,3%,-0.2%,-7,-5%,5,2%,11,nt,2%,11
[O-]/[N+](=C\C=C\c1ccccc1)c1ccccc1,?,-10%,-0.2%,1,0%,0,1%,12,-5%,2%,-1
COc1ccc2c(C)nc(Nc3nc(C)c(C)c(=O)[nH]3)nc2c1,7%,2%,?,-4,-4%,-5,-1%,13,-1%,0%,1
O=c1ccc(-c2ccc(S(=O)(=O)Nc3cccc(Br)c3)o2)n[nH]1,0%,5%,0.1%,14,nt,8,-5%,-17,-14%,-2%,26
Cc1ccc(C)c(C(=O)COc2ncnc3ccccc23)c1,1%,2%,0.1%,8,-27%,-4,4%,3,0%,1%,-2
